Source: PubChem
STK33 inh = inhibitors of purified STK33 kinase, primary screen, biochemical, ADP-Glo luminescence, homogeneous, cell-free | Serine/threonine-protein kinase 33 (Homo sapiens), Q9BYT3 | inhibition, % at 10 µM | hit rate 0.073% among 320,000 | MBP phosphorylation;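 active means inhibition at or above 25%, using the most active replicate where run in duplicate; inactive means inhibition below 25%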
Target sequence (Q9BYT3 whole entry, looked up): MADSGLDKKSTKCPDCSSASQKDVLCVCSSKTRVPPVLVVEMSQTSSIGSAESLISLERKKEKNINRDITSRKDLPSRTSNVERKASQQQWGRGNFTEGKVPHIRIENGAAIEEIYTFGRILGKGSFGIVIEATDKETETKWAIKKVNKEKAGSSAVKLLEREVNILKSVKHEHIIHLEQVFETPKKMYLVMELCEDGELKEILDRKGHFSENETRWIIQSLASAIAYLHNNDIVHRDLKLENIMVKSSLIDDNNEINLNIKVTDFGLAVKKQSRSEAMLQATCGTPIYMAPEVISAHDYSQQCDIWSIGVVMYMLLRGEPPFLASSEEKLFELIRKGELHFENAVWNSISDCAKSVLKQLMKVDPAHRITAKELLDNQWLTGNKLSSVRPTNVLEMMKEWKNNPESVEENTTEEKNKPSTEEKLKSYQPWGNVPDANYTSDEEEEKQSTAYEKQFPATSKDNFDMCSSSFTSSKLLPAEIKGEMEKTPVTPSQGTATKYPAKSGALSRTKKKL
OX1R antag = antagonists of human orexin 1 receptor (OX1R). hit rate 1.8% among 330,000. inhibition, % at 6.6 µM. OX1R-expressing cells, FRET antagonist read-out. AID 485270, 2010. Orexin/Hypocretin receptor type 1 (Homo sapiens), O43613; in the data active means inhibition mostly above about 38%, no sharp cut-off; inactive means mostly below about 40%;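 further: 0% = agonist challenge alone and 100% = reference antagonist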
Target sequence (O43613 whole entry, looked up): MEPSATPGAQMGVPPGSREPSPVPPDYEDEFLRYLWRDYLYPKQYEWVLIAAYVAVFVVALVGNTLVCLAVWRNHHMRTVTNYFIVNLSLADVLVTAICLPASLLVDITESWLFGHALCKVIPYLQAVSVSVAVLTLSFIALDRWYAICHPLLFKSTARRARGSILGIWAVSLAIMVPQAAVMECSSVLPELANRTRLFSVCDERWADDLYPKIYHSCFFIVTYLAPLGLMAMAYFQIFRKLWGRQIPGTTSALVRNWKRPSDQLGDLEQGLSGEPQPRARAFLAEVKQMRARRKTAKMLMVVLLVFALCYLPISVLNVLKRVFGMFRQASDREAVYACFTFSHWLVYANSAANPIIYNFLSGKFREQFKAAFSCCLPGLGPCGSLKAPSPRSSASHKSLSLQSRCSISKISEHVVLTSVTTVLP
KCNQ2 inh = KCNQ2 potassium channel inhibitors, primary screen, cell-based, CHO-K1, FluxOR thallium flux, B-score (AID 2156). 20 min; active compounds read low. B-score at 10 µM. hit rate 1.1% among 310,000;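 active means fluorescence ratio B-score at most minus 3 library SDs, with starting brightness B-score within 2 library SDs, cut at about -5.5 in these data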
Active calls of the source: *; i = inactive; x = not tested or not shown.

SMILES	STK33 inh	OX1R antag	KCNQ2 inh
CCOC(=O)c1sc(NNC(=O)c2ccc(F)cc2)nc1C	-1.0	-5	i
Cn1c(CN2CCOCC2)nnc1SCC(=O)NCCc1ccccc1	-3.6	11	i
O=C(COc1ccccc1Cl)Nc1ccc(NC(=O)c2ccco2)cc1	0.8	8	i
O=C(Cn1c(=O)cnc2ccccc21)Nc1cccc(S(=O)(=O)N2CCCCC2)c1	0.3	6	x
COc1ccc(OC)c(NC(=O)C2C3C=CC(C3)C2C(=O)NCc2ccccn2)c1 (stereo not drawn)	-1.0	20	i
CC12CCC(C1)C(C)(C)C2NS(=O)(=O)c1ccc(F)cc1 (stereo not drawn)	4.6	-1	x
COc1ccc(-n2c(-c3ccc(Br)cc3)n[nH]c2=S)cc1	1.9	15	i
Cc1cccc(/C=N/n2c(-c3ccncc3)n[nH]c2=S)c1	-0.2	17	i
CC(C)(C)NC(=O)NC(=O)COC(=O)COc1ccc2c(c1)CCC2	-0.3	3	i
COc1cc(CC(=O)OCC(=O)Nc2sccc2C(N)=O)cc(OC)c1OC	-1.3	29	i
CCn1cc(C(=O)N[C@H](C(=O)NCCCn2ccnc2)C(C)C)c(=O)c2cc3c(cc21)OCO3	-1.8	5	i
O=c1[nH]c(CN2CCN(S(=O)(=O)c3cccs3)CC2)nc2c(Br)cc(Br)cc12	-0.9	9	i
O=C(Nc1ccc(F)cc1)c1sccc1SCc1cccc(C(F)(F)F)c1	0.3	22	i
CCOc1ccc(C(=O)NC(C(=O)NCc2cccnc2)C(C)C)cc1 (stereo not drawn)	2.8	15	i
Cc1ccc(CNCCCSc2ncccn2)cc1	-1.0	18	i
COc1ccc(S(=O)(=O)N2CCCC(C(=O)O)C2)cc1Cl (stereo not drawn)	-0.5	0	i
Cc1nc(NCC(c2ccccc2)N(C)C)c2c(C)c(C)sc2n1 (stereo not drawn)	1.3	24	i
CC(C)(C)C(=O)Cn1ncc(N2CCOCC2)c(Br)c1=O	-1.5	-8	i
CCCC(C)C(=O)NCc1ccncc1 (stereo not drawn)	0.0	3	i
CS(=O)(=O)Nc1ccccc1C(=O)NCc1ccco1	0.3	1	i
CCCCn1c(N)c(N(CC)C(=O)c2cccc(OCc3ccccc3)c2)c(=O)[nH]c1=O	0.4	10	x
CCCOc1cccc(/C=N/NC(=O)c2csc(C)c2C)c1	-0.2	15	i
CC(=O)C1=C(O)C(=O)N(c2ccc(O)cc2)C1c1ccccc1F (stereo not drawn)	-1.6	7	i
COc1ccc(-n2cnc3cc(C(=O)NCCN4CCOCC4)ccc32)cc1	0.6	12	i
CCN(CC)S(=O)(=O)c1cc(NC(=O)c2ccc3c(c2)NC(=O)C(C)S3)ccc1C (stereo not drawn)	0.6	-5	x
Cc1cccc(COc2ccccc2C(=O)NC2CCC(O)CC2)c1 (stereo not drawn)	0.6	19	i
CCOc1ccc2cc(S(=O)(=O)n3ccnc3C)ccc2c1	-1.7	15	i
COc1cccc2cc(C(=O)NCc3ccco3)c(=O)oc12	-4.2	31	i
Cc1cc(Nc2ccc(C(=O)O)cc2)nc(N)n1	-1.2	-4	i
COc1ccccc1-n1cc(-c2ccc(C)cc2)[nH]c1=S	-0.9	10	i
COc1ccc(NS(=O)(=O)c2cc(C(=O)N3CCCCCC3)ccc2C)cc1	0.6	11	x
COC(=O)c1ccc(NC(=O)Cn2cnc3c(nnn3-c3cccc(OC)c3)c2=O)cc1	-0.7	6	i
CCN(CC)S(=O)(=O)c1cccc(C(=O)N2CC(O)CC2C(=O)O)c1 (stereo not drawn)	-2.3	12	i
O=C1COc2ccc(C(=O)NC3CC3)cc2N1	0.6	16	i
CCCCn1nnnc1SCC(=O)NNC(=O)C1CCCCC1	-2.7	3	i
CN1CCCC(OC(=O)c2cc(Cl)ccc2Cl)C1 (stereo not drawn)	-1.2	15	i
COc1ccc(C(=O)NCC(=O)N/N=C/c2ccc([N+](=O)[O-])s2)cc1OC	0.3	44	i
C#CCOc1ccc(/C=N/O)cc1Cl	-0.9	10	i
CC(=NNC(=O)c1cc(C)oc1C)c1ccc(Br)s1	-1.8	3	x
COc1ccc(NC(=O)C2CCCN(C(=O)NC3CCCCC3)C2)cc1OC (stereo not drawn)	-1.3	5	i
O=C(NCc1ccco1)c1ccc(S(=O)(=O)N2CCOCC2)cc1	-0.5	10	i
CC(=O)/C(=N/Nc1cccc(C)c1)N1CCOCC1	-0.1	5	i
O=C(CCCSc1ccc(Cl)cc1)Nc1cc(S(=O)(=O)N2CCOCC2)ccc1O	-0.5	9	x
CC(=O)Nc1cccc(NC(=O)C2CC(=O)N(c3ccc(C)cc3)C2)c1 (stereo not drawn)	-2.0	-7	i
Cc1nc(NC(=O)c2cccc(Cl)c2)sc1C(=O)N1CCCCC1	0.8	24	-7.5*
COc1cccc(NC(=O)CN(C)C(=O)c2sc3cc(Cl)ccc3c2Cl)c1	-2.1	13	i
O=C(Nc1ccc2cn[nH]c2c1)c1c(Cl)cccc1Cl	7.9	10	i
COc1cc(OC)cc(C(=O)N2CCN(Cc3cccc(F)c3)CC2)c1	0.1	4	i
CC(=O)Nc1ccc(Nc2nc3c(S(=O)(=O)c4ccc(C)c(C)c4)nnn3c3ccccc23)cc1	-0.5	9	i
COC(=O)c1ccc(OCC(=O)NC2CCCCCC2)cc1	6.6	18	i
COc1ccc(OC(=O)c2cnc3n(c2=O)CCS3)cc1	-1.1	4	i
Cc1ccnc(NS(=O)(=O)c2ccc(NC(=O)c3ccc4c(c3)OCCO4)cc2)n1	-0.1	23	i
Cc1ccc(C2CC(c3cccc(Br)c3)Nc3nnnn32)cc1 (stereo not drawn)	-0.4	17	i
O=C(CC(=O)N/N=C\c1ccc([N+](=O)[O-])cc1)NCCc1ccccc1	-0.6	54	i
CC(C)CC(NC(=O)OC(C)(C)C)C(=O)O (stereo not drawn)	-2.0	11	i
C/C=C/C(=O)Nc1nnc(C2CCCCC2)s1	-0.4	-2	i
CSc1sc(C(=O)N2CCc3ccccc32)cc1S(=O)(=O)C(C)C	0.5	11	i
CC1CCCC(C)N1C(=O)CSc1nnc(NC(=O)c2cccs2)s1 (stereo not drawn)	-1.6	6	i
COc1ccc(S(=O)(=O)Nc2c(C)n(C)n(-c3ccccc3)c2=O)cc1C(=O)O	4.2	x	i
Cn1c(CNc2nc(-c3ccccc3)cs2)nnc1SCC(=O)c1ccccc1	-2.9	19	i

Reformatted bar-delimited: 15 of the compounds above.
SMILES | STK33 inh | OX1R antag | KCNQ2 inh
COc1ccc(NS(=O)(=O)c2cc(C(=O)N3CCCCCC3)ccc2C)cc1 | 0.6 | 11 | x
COC(=O)c1ccc(NC(=O)Cn2cnc3c(nnn3-c3cccc(OC)c3)c2=O)cc1 | -0.7 | 6 | i
CCN(CC)S(=O)(=O)c1cccc(C(=O)N2CC(O)CC2C(=O)O)c1 (stereo not drawn) | -2.3 | 12 | i
O=C1COc2ccc(C(=O)NC3CC3)cc2N1 | 0.6 | 16 | i
CCCCn1nnnc1SCC(=O)NNC(=O)C1CCCCC1 | -2.7 | 3 | i
CN1CCCC(OC(=O)c2cc(Cl)ccc2Cl)C1 (stereo not drawn) | -1.2 | 15 | i
COc1ccc(C(=O)NCC(=O)N/N=C/c2ccc([N+](=O)[O-])s2)cc1OC | 0.3 | 44 | i
C#CCOc1ccc(/C=N/O)cc1Cl | -0.9 | 10 | i
CC(=NNC(=O)c1cc(C)oc1C)c1ccc(Br)s1 | -1.8 | 3 | x
COc1ccc(NC(=O)C2CCCN(C(=O)NC3CCCCC3)C2)cc1OC (stereo not drawn) | -1.3 | 5 | i
O=C(NCc1ccco1)c1ccc(S(=O)(=O)N2CCOCC2)cc1 | -0.5 | 10 | i
CC(=O)/C(=N/Nc1cccc(C)c1)N1CCOCC1 | -0.1 | 5 | i
O=C(CCCSc1ccc(Cl)cc1)Nc1cc(S(=O)(=O)N2CCOCC2)ccc1O | -0.5 | 9 | x
CC(=O)Nc1cccc(NC(=O)C2CC(=O)N(c3ccc(C)cc3)C2)c1 (stereo not drawn) | -2.0 | -7 | i
Cc1nc(NC(=O)c2cccc(Cl)c2)sc1C(=O)N1CCCCC1 | 0.8 | 24 | -7.5*

Continued:
SMILES	STK33 inh	OX1R antag	KCNQ2 inh
Nc1ccc(C(=O)OCc2csc(-c3ccccc3)n2)cc1[N+](=O)[O-]	-2.0	4	i
COc1ccccc1N1CCN(S(=O)(=O)c2ccc(F)cc2)CC1	-0.5	-1	i
COc1ccc(C(c2nnnn2Cc2cccs2)N2CCC(C(N)=O)CC2)c(OC)c1 (stereo not drawn)	-2.5	11	i
C=CCn1c(O)c(C=Nc2ccc(CN3CCCCC3)cc2)c(=O)[nH]c1=S	-1.0	26	i
O=C(COC(=O)c1cccc(OC(F)F)c1)Nc1cccc(S(=O)(=O)N2CCCC2)c1	-2.0	10	x
Cn1c(SCC(=O)NNC(=O)c2ccccc2)nnc1C(F)(F)F	-0.1	4	x
CN(CC(=O)Nc1cccc(F)c1)CC(=O)Nc1ccccc1[N+](=O)[O-]	1.2	10	i
COc1ccc(/C=N/NC(=O)C(=O)N2CCCCCC2)cc1[N+](=O)[O-]	-0.5	24	i
CN(C(=O)CN1C(=O)c2cccc(N)c2C1=O)C1CCCCC1	-1.5	15	x
Cc1ccc2cc(CCNS(=O)(=O)c3ccc(Br)cc3)c(=O)[nH]c2c1C	-0.6	23	i
Cc1ccc2cccc(S(=O)(=O)NC3CCS(=O)(=O)C3)c2n1 (stereo not drawn)	0.0	-1	i
CCC(=O)Nc1ccc(C(=O)CN2C(=O)NC3(CCOc4ccccc43)C2=O)cc1 (stereo not drawn)	-0.3	2	x
C=C(NC(C)=O)c1c(F)cccc1F	0.1	1	x
COc1ccc(C(=S)N2CCCC2)cc1C	-2.2	13	i
O=C(c1ccc(Cl)cc1)N1CCC(C(=O)N2CCCc3ccccc32)CC1	-0.7	7	i
N#CCOC(=O)C1CSC2(c3ccc(Br)cc3)CCC(=O)N12 (stereo not drawn)	-0.6	5	i
COc1ccc(OC)c(CCNC(=O)c2ccc3c(=O)[nH]c4c(C(=O)NC(C)C)sc(=S)n4c3c2)c1	0.6	10	i
CCN1CCN(C(=O)N2CCOCC2)CC1	-0.4	4	i
Cc1cccc(NC(=O)c2nc[nH]c2C(=O)NCCCCCCNC(=O)c2[nH]cnc2C(=O)Nc2cccc(C)c2)c1	-1.0	4	x
COc1ccc(/C(C)=N/NC(=O)CNC(=O)/C=C\c2ccco2)cc1	-2.0	13	i
Cc1ccc(S(=O)(=O)N(C)C)cc1[N+](=O)[O-]	-0.5	23	i
CCC(C)NC(=O)CC1Oc2ccc(Cl)cc2NC1=O (stereo not drawn)	0.3	20	i
CC(C)(C)c1csc(N(CCC#N)CCC#N)n1	-0.2	13	i
NCCCC[C@@H](C(=O)N1CCNCC1)n1cc(CN)nn1	0.4	6	x
COc1ccc(-c2cc(C(F)(F)F)n3ncc(C(=O)N4CCc5ccccc5C4)c3n2)cc1	-3.4	15	-6.8*
COC(=O)[C@@]1(Cc2ccc(OC)cc2)[C@H]2c3cc(C(=O)N4CCCC4)n(Cc4c(CO)[nH]cc(C)c4=O)c3C[C@H]2CN1C(=O)c1ccccc1	-1.6	12	i
CCC1CCCCN1CC(=O)Nc1cc(C)nn1-c1nc(C)cc(C)n1 (stereo not drawn)	-5.1	9	i
Nc1n[nH]c(C2CC2)c1N=Nc1ccc(Cl)c(Cl)c1	1.0	11	i
COc1ccc(CCNC(=O)C2CCN(C(=O)c3cccc(Cl)c3)CC2)cc1OC	-0.1	0	i
COc1cc(N)c(Cl)cc1C(=O)OCC(=O)NCC1CCCO1 (stereo not drawn)	-0.1	2	x
Cc1ccc(OC(=O)c2oc3ccc(F)cc3c2C)c(C)c1	-1.5	9	i
CCCSC(=S)NC1CCS(=O)(=O)C1 (stereo not drawn)	0.6	4	i
CCc1ccc(N2CC(C(=O)Nc3ccc4c(c3)OCCO4)CC2=O)cc1 (stereo not drawn)	-0.1	12	i
CSCCC(NC(=O)COc1ccccc1)C(=O)Nc1ccc(C)cc1 (stereo not drawn)	1.1	-5	i
O=C(COC(=O)c1n[nH]c2ccccc12)Nc1ccccc1	-4.4	12	i
O=C(O)c1ccccc1CSc1nc2ccccc2s1	0.4	6	i
O=C(c1ccc(Cl)cc1)n1cnc2ccccc21	0.8	12	i
Cc1ccc(OCc2nnc(SCC(=O)N3CCc4ccccc43)n2C)cc1	-1.6	11	i
CC(CNC(=O)C(C)(C)C)NC(=O)C(C)(C)C (stereo not drawn)	-1.7	5	i
O=C(NCc1ccc(Cl)cc1)C1CCC(CNc2c(N3CCCC3)c(=O)c2=O)CC1 (stereo not drawn)	0.6	17	i
CC1CCCN(CCCNC(=O)CN2C(=O)COc3ccc(S(=O)(=O)N4CCOCC4)cc32)C1 (stereo not drawn)	x	14	i
COc1ccc2oc(=O)c(/C(C)=N/Nc3nc(-c4cc(C)ccc4C)cs3)cc2c1	1.4	5	i
O=C(NCCCN1CCCC1=O)[C@H](CSCc1ccccc1)N1Cc2ccccc2C1=O	-0.6	27	i
CCN1C(=O)/C(=C\c2ccco2)C(C(=O)OC)=C1C	-0.8	9	i
O=C(CN1CCCCC1)Nc1ccc(C(F)(F)F)cc1Cl	0.7	6	i
Cc1cccc(-c2nc(CC(=O)Nc3cccc(S(=O)(=O)NC4=NCCC4)c3)cs2)c1	1.8	15	x
CC(Cc1ccccc1)N/C=C1\CC(=O)NC1=O (stereo not drawn)	0.1	16	i
Cc1cc(C)c(C)c(S(=O)(=O)N2CCCN(C)CC2)c1C	0.0	9	i
O=C1CCC(=O)N1OCCOc1ccc(Cl)c2ccccc12	0.6	14	i
Cc1ccc(C(=O)N/C(=C/c2ccco2)C(=O)N2CCOCC2)cc1	-0.8	20	i

The order is random. About 2.7% of those tested had a hit in this group.
